HIF-2a inh – HIF-2a inhibition; 786-0 RCC cells HIF-2a reporter, luciferase luminescence, overnight; inhibition, % at 18.8 µM; actives 0.72% (n = 360,000);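 active = inhibition of the luminescence signal of 40% or more relative to plate controls, in a single-dose primary screen at 18.75 µM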
Shn3 3UTR inh – inhibitors of Schnurri-3 3'UTR reporter in osteoblasts | Clone20 osteoblast Shn3 3'UTR firefly luciferase, 24 h | inhibition, % at 12.5 µM | actives 0.52% (n = 360,000) | AID 588674;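 active = mean inhibition of at least 75% with every replicate also reaching 75%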;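 note: 0% = median of neutral control wells and 100% = pilot-screen positive control compound; some compounds past the cut are filed as inactive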
CF NFkB block – blocks PAF-induced NF-kB reporter in cystic fibrosis cells; KKLEB NF-kB-GFP reporter, GFP fluorescence overnight; actives 0.86% (n = 360,000); inhibition, % at 5 µM;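 active = at least 50% inhibition at 5 µM, scaled per plate between neutral and stimulator controls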;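 note: PAF is a Pseudomonas aeruginosa culture filtrate used as stimulus; plate controls were PAF-stimulated DMSO wells for no effect and unstimulated DMSO wells for full effect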
hiPSC survival – hiPSC single-cell survival enhancement. ATPlite luminescence; 100% = ROCK inhibitor wells, 0% = DMSO. survival enhancement, % at 20 µM. actives 0.044% (n = 360,000); in the data active = survival enhancement above about 18%;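 note: cells exposed to compounds for 16 hours before the ATP read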
KKLEB cytotox – CF airway cell cytotoxicity counter-screen; KKLEB CF airway cells viability, ATPlite luminescence, overnight; stronger effect = lower value; cells stimulated with P. aeruginosa culture filtrate; activity change (cytotoxicity), % at 5 µM; actives 0.36% (n = 360,000); AID 602141;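 active = corrected activity change at or below -50% at 5 µM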
Peg3 promoter – Peg3 promoter activity inhibition; actives 1.7% (n = 360,000); HeLa PEG-Prom luciferase reporter, luminescence, overnight; inhibition, % at 20 µM;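 active = inhibition of at least 50% at 20 µM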
TWEAK-Fn14 inh – blocks TWEAK-Fn14 interaction in a reporter cell assay | actives 2% (n = 360,000) | AID 1159606 | inhibition, % at 10 µM | TWEAK-stimulated Fn14 reporter cells, luciferase luminescence, 8 h; in the data active = inhibition above about 50%
aDG glyco act – alpha-DG glycosylation activation. Pro5-aDG cells, alpha-DG glycosylation AlphaScreen (IIH6); 0% Pro5, 100% B10-LARGE cell signal. activation, % at 10 µM. actives 0.22% (n = 360,000);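 active = activation of at least 8% versus controls, or a plate z-score of at least 8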;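 note: Pro5 are CHO cells carrying HIG-tagged alpha-DG that lacks glycosylation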
NR2E3 ag-1 – agonists of human NR2E3 nuclear receptor; CHO-S Gal4-NCOR/VP16-NR2E3 two-hybrid, luciferase; inhibition of corepressor binding, % at 3.98 µM; actives 0.35% (n = 360,000); AID 602229;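 active = inhibition above the mean of all tested compounds plus 3 SD, cut at about 70% in these data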;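 note: 0% = DMSO with NR2E3 transfected cells and 100% = cells lacking NR2E3 construct; higher means lower luciferase signal from less NR2E3 corepressor binding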
Target sequence (Q9Y5X4 whole entry, looked up, the tested form may be a part): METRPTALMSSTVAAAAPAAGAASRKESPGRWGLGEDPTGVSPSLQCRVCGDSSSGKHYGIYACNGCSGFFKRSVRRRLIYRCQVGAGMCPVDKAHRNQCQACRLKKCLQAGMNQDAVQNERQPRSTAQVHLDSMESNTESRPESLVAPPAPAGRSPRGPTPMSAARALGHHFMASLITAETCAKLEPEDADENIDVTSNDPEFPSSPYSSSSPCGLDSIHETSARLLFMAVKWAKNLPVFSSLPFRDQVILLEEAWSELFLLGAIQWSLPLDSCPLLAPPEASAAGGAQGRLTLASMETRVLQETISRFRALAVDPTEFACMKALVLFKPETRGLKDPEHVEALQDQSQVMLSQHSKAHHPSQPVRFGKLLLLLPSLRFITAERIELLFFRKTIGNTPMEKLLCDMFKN
TRPM1 prom inh – reduces MITF-dependent TRPM1 promoter luciferase signal; AID 488899; SK-MEL-5 TRPM1 promoter luciferase, 24 h; inhibition, % at 12.5 µM; actives 0.83% (n = 330,000);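 active = mean inhibition across replicates of 60% or more, whatever share of single replicates reaches that level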; note: values of inactives mirror those of a sister screen read the other way
NR2E3 ag-2 – agonists of human nuclear receptor NR2E3; AID 2300; GST-NR2E3/biotin-RetCOR TR-FRET, 1536-well; inhibition of corepressor binding, % at 4.78 µM; actives 0.12% (n = 320,000);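 active = percent inhibition above the cutoff of mean plus 3 SD of all tested compounds, set per screening campaign, cut at about 20% in these data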;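 note: 0% = DMSO wells and 100% = biotin wells as full block of FRET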
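System: GST-NR2E3 and biotin-RetCOR proteins; probe or stimulus: 7 nM biotin-RetCOR; doses: compound at 4.8 µM, single dose; schedule: Compound–protein incubation for 5 h at 4 °C; detection: time-resolved FRET; read-out: percent inhibition; controls: biotin wells as high control, 0.6% DMSO wells as low control; format: 1536-well plates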
* = called active by the depositor; . = not tested or not shown.

SMILES	HIF-2a inh	Shn3 3UTR inh	CF NFkB block	hiPSC survival	KKLEB cytotox	Peg3 promoter	TWEAK-Fn14 inh	aDG glyco act	NR2E3 ag-1	TRPM1 prom inh	NR2E3 ag-2
CN(C)c1ccc(C=NCCC2(c3ccccc3)CCOC(C)(C)C2)cc1 (stereo not given)	15	1	-7	0.0	8	-21	3	-0.1	4	-7	1
CC1S/C(=N\N=C\c2cccc([N+](=O)[O-])c2)N(C(C)(C)C)C1=O (stereo not given)	-3	-13	10	1.4	-15	17	-21	-0.3	2	6	3
CC(CCc1ccccc1)NC(=O)COc1cc(F)ccc1[N+](=O)[O-] (stereo not given)	22	-19	0	-0.6	-5	0	25	0.8	-18	-1	4
COc1ccc(NC(=O)CSc2sc3c(O)cc(=O)[nH]c3c2C#N)c(OC)c1	15	-67	3	0.6	-5	5	2	0.1	-8	7	-1
Cc1ccc(C)c(C(=O)Cn2ncc(Cl)c(Cl)c2=O)c1	86*	66	31	-5.7	-13	109*	68*	-0.7	9	75*	10
COc1ccccc1CCn1cnc2c3cc(C)ccc3n(C)c2c1=O	-99	-7	-7	-0.3	5	-40	36	0.4	-19	-13	3
C=CCn1c(N)c(C(=O)NCC2CCCO2)sc1=S (stereo not given)	-3	-30	8	-0.8	-2	13	-15	0.1	-11	6	3
CCNC(=O)N(C)C[C@H]1N[C@@](Cc2ccccc2)(C(=O)OC)[C@H]2C(=O)N(C)C(=O)[C@@H]12	-1	-7	-18	-3.5	21	-1	6	0.2	-14	1	.
COC(=O)c1ccc2nc(-c3ccccc3)c(Cc3cccc(F)c3)n2c1	-61	.	.	0.7	.	.	4	0.2	-38	.	.
COc1cccc(OC)c1OCCN1CCC(C(=O)NC(c2ccc3c(c2)OCO3)c2ccccn2)CC1 (stereo not given)	4	-13	-1	-0.7	4	-5	-1	0.0	7	.	.
CC[C@]12c3[nH]c4ccc(Cl)cc4c3CCN1C(=O)[C@@H](CC(=O)NCCc1ccccn1)C[C@@H]2C(=O)N1CCN(C(=O)c2ccco2)CC1	-5	-2	-7	0.7	-2	-14	2	0.3	-19	5	.
c1ccc2oc(SCc3cn4ccsc4n3)nc2c1	-211	-72	-11	-0.9	1	-262	13	-0.1	-156	-50	1
Cc1cccc(N(CC(=O)Nc2ccc(-c3nc4ccc(C)cc4s3)cc2)S(C)(=O)=O)c1	-164	-28	-8	-3.7	-3	-214	-4	0.4	-119	-49	2
CCCN(CC(=O)Nc1ccccc1OC)C(=O)c1ccc(=O)[nH]c1	14	3	-6	-0.6	-7	-10	1	-0.1	-5	-9	-2
CC(C)=C1C2CCC1C1C(=O)N(NC(=O)COc3ccc(Cl)c(C)c3)C(=O)C21 (stereo not given)	19	16	-13	0.0	10	15	-6	0.3	-9	16	1
CCC(C)[C@H](NC(=O)OC(C)(C)C)C(=O)NCC1CCC(C(=O)N[C@@H](Cc2ccccc2)C(=O)O)CC1 (stereo not given in full)	9	-8	6	0.1	2	11	12	-0.1	4	7	-3
O=c1/c(=C/c2ccccc2)sc2nnc(-c3cccs3)n12	15	-8	-17	-0.4	4	20	-3	0.0	-22	.	1
CCOc1ccc(C(=O)/C=C/Nc2ccc(S(=O)(=O)N=C(N)N)cc2)cc1	-5	-3	-8	-0.9	13	-24	-21	-0.1	-47	3	4
CC(c1ccccc1C(=O)O)c1cc(F)cc2ccccc12 (stereo not given)	6	0	-2	4.9	-8	16	-4	0.0	0	.	.
S=C(NCc1ccc(Cl)cc1)NC1CCCCC1	-3	-1	2	-2.1	4	6	-7	0.5	9	4	0
Oc1ccc(-c2nncn2-c2ccccc2)cc1	9	-24	8	-0.8	-26	-2	24	-0.8	0	-22	4
Cc1ccc(-c2nnn(CC(=O)Nc3cccc4c3CCCC4)n2)o1	16	14	0	3.7	-4	12	-89	0.1	8	6	2
Cc1ccc2oc(=O)ccc2c1	5	-3	-21	-0.6	2	-17	3	0.0	-14	-13	.
CCc1ccc(NC(=O)NCCN2CCN(c3ccc(OC)cc3)CC2)cc1	2	0	-2	0.0	-11	20	-17	0.2	3	14	1
COc1ccc(C)cc1N(CC(=O)NC1CCCC1)C(=O)CCC(=O)Nc1nc(C)cs1	11	-11	-11	-0.7	6	6	17	0.0	-7	13	4
Cn1ccsc1=NC(=O)c1ccc(OC(F)(F)F)cc1	-273	-32	-10	-0.5	2	-210	-46	0.0	-102	-54	1
Nc1ccc(C(=O)OCC(=O)N2CCN(C(=O)c3ccco3)CC2)cc1[N+](=O)[O-]	21	7	7	-0.2	-2	18	-5	0.3	-6	7	0
CC(CCC(=O)Nc1nncs1)C(=O)O (stereo not given)	9	-12	-2	3.4	16	4	7	0.2	14	.	3
CN(C)c1nc(-c2ccccc2)nnc1C(F)(F)F	-16	0	-2	0.0	8	-1	-4	-0.1	2	13	1
CCOC(=O)[C@H]1[C@H]2COc3ccc(C)cc3[C@@H]2N2C(=O)[C@@H](CO)NC(=O)[C@@]12C	14	-1	-16	7.8	3	-8	14	-0.4	-2	5	4
CC(C(=O)N1CCCC1)N1CCN(S(=O)(=O)c2ccc(C(C)(C)C)cc2)CC1 (stereo not given)	-2	-2	-11	0.0	19	14	-13	0.3	18	-6	1
CCCC(=O)NCCCc1nc2ccccc2n1CC	-2	-7	-37	2.8	10	-6	-29	0.1	-10	12	5
CCN(CC)S(=O)(=O)c1ccc(N2CCCCC2)c(NC(=O)c2ccncc2)c1	2	13	2	0.1	9	15	-2	-0.2	5	7	3
Cc1nn(CC#N)c(=O)n1-c1ccc(C(C)C)cc1	14	-9	-16	-0.8	5	6	-2	0.0	-11	-3	0
CCOC(=O)N1CCC(NS(=O)(=O)c2ccc(C#N)cc2)CC1	20	0	0	0.0	12	8	4	0.1	-1	9	2
CCCc1nc2c(C)cc(Br)cn2c1Cc1ccc(C)cc1	-130	-27	7	-3.0	-5	-139	34	0.0	-49	.	.
Cc1cccc(C(=O)NCCC(=O)N2CCc3ccccc3C2)c1	2	-1	2	1.2	-10	-11	5	0.0	-4	-14	5
CCC(=O)N1c2ccc(S(=O)(=O)NCCc3ccc(OC)c(OC)c3)cc2CC1C (stereo not given)	8	1	11	0.3	2	9	-2	-0.1	15	0	0
CCc1c(C)nc2ncnn2c1N1CCC(C(=O)Nc2cccc(C(C)=O)c2)CC1	27	32	-4	0.2	-9	1	11	0.6	15	20	2
O=C(CCN1C(=O)C2C3CCC(C3)C2C1=O)Nc1ccc(Br)cc1 (stereo not given)	-19	-2	-9	-1.9	-2	-11	-5	-0.1	-41	-7	-3
CCc1nnc(NC(=O)CSC(=S)N2CCOCC2)s1	3	-9	27	-0.5	-7	5	0	0.0	-16	-19	-3
Cc1nnc(SC(C)C(=O)N(C)C2CCCCC2)n1N (stereo not given)	8	6	27	2.0	-14	-8	2	0.0	20	3	-1
CN(CC(=O)Nc1ccc(Cl)c(Cl)c1)C(=O)CNC(=O)Cc1ccccc1	8	-6	-12	-0.3	5	5	-4	-0.1	10	3	2
O=C(Nc1ccc(Nc2ccncc2)cc1)c1ccc(Nc2ccnc3ccc([N+](=O)[O-])cc23)cc1	18	1	11	-1.0	-12	-6	49	0.0	-2	-25	.
COc1ccc(/C(O)=C2/C(=O)C(=O)N(CCN(C)C)C2c2ccccn2)cc1OC (stereo not given)	-4	2	5	-1.9	3	-5	7	-0.2	-51	-10	0
COc1ccc(C(=O)NCC(=O)OCc2c(Cl)cccc2Cl)cc1OC	-34	-4	-4	-0.2	4	-21	-7	0.1	24	-16	.
CC(=O)NS(=O)(=O)c1ccc(NC(=O)c2cc(-c3cccs3)nc3ccccc23)cc1	9	-5	-31	0.0	9	12	13	0.4	0	10	-1
CSc1ccc(/C=C/C(=O)OCC(=O)NCC2CCCO2)cc1 (stereo not given)	-6	4	-9	-0.1	3	-15	-6	-0.2	-7	6	2
CCOC(=O)N1CCN(C(=O)c2cc(COc3ccc(Cl)cc3OC)on2)CC1	-12	16	10	0.9	-6	19	1	0.6	-19	0	3
CCOC(=O)c1c(NC(=O)c2nn(CC)cc2Br)sc2c1CCCCC2	-13	32	6	-0.1	9	-3	-13	0.0	-6	-10	-2
CCOc1ccc(CNC(=O)CCCc2cn(C)c3ccccc23)cc1	7	7	12	0.4	8	8	-4	0.0	-17	-9	.
COc1ccc(NC(=O)CCS(=O)(=O)c2ccc3c(c2)CCN3C(C)=O)cc1	19	4	-8	0.1	0	2	-14	0.0	-15	8	1
NC(=O)c1cc(Br)cc(C2CCCCC2)c1O	20	11	13	0.3	-8	7	22	-0.1	-5	-1	0
O=C(CCc1nc2ccccc2s1)OCc1ccccc1	14	-6	10	0.9	6	5	2	1.8	-16	4	2
COc1ccc(NC2c3ncccc3C(=O)N2Cc2cccs2)cc1 (stereo not given)	15	-26	5	1.9	4	8	-9	0.2	-5	6	2
COCCN(CC(=O)NCc1ccc(OC)cc1)C(=O)CCC(=O)Nc1nccs1	5	-5	0	0.3	9	-2	6	-0.1	18	5	3
Cn1cnc2ncnn2c1=S	18	0	-9	-0.6	2	1	-58	0.2	2	.	.
Cc1cccc(NC(=O)Cn2c(=O)n(CCC(=O)NC3CCCC3)c(=O)c3ccccc32)c1	4	4	0	12	1	9	2	0.0	-5	7	-1
C[C@H](CO)N1C[C@H](C)[C@@H](CN(C)C(=O)Nc2ccccc2)Oc2c(NC(=O)Nc3ccc4c(c3)OCO4)cccc2C1=O	-5	-3	4	-2.9	-6	-19	-8	0.2	-23	-7	.
COC(=O)C1(C(=O)OC)C/C=C\CN(S(=O)(=O)c2ccccc2[N+](=O)[O-])CCC1	-1	.	.	-0.9	.	.	-4	0.1	-2	.	.
CC(C)CN(C(=O)CCC(=O)OCC(=O)NCCc1ccccc1)c1c(N)n(CC(C)C)c(=O)[nH]c1=O	11	17	1	1.0	-14	14	6	-0.1	0	-6	-2
O=C(CSc1nc2ccc(S(=O)(=O)N3CCOCC3)cc2[nH]1)N1CCOCC1	6	-8	10	-0.3	-14	9	-3	0.1	-1	-1	-1
CC(C)(C)c1ccccc1OCCN1CCCC1	8	2	14	-0.4	-12	-18	0	0.4	-16	-9	-4
